# Assay outcomes deposited in PubChem by several laboratories.
# Glyco luc inh = N-linked glycosylation inhibition; reporter increase, % at 12.5 µM; 0.23% of 360,000 active; D54 ERlucT glycosylation luciferase reporter, 24 h; percent of 100 nM tunicamycin response; AID 588692;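 active means mean luciferase reporter signal, scaled so untreated is 0 and the glycosylation-blocking control 100, at or above a set limit in every replicate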;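 further: luciferase carries N-glycosylation sites so blocking glycosylation raises the light; 0% = median of neutral control wells and 100% = median of 100 nM tunicamycin wells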
# ABCB6 inh 2 = blocks the human ABCB6 transporter; K562-ABCB6 porphyrin accumulation, flow cytometry, 1 h; hits give low values; fluorescence ratio to DMSO, % at 10 µM; Q9NP58; 0.19% of 360,000 active; AID 602162;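 active means fluorescence ratio to DMSO below 75%, the collection mean minus 3 SD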;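 further: signal is porphyrin accumulated inside mitochondria; 100% equals median channel fluorescence of DMSO control wells; lower ratio means ABCB6 inhibition with less porphyrin fluorescence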
# PDI turbidity = blocks human protein disulfide isomerase activity; P07237; PDI insulin aggregation turbidity, A650, 90 min; inhibition, % at 10 µM; 0.052% of 350,000 active; AID 588391;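 active means mean inhibition across replicates of 30% or more, whatever share of single replicates reach that level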;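 further: absorbance from insulin aggregation driven by PDI reduction with DTT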
# Target sequence (P07237 whole entry, looked up): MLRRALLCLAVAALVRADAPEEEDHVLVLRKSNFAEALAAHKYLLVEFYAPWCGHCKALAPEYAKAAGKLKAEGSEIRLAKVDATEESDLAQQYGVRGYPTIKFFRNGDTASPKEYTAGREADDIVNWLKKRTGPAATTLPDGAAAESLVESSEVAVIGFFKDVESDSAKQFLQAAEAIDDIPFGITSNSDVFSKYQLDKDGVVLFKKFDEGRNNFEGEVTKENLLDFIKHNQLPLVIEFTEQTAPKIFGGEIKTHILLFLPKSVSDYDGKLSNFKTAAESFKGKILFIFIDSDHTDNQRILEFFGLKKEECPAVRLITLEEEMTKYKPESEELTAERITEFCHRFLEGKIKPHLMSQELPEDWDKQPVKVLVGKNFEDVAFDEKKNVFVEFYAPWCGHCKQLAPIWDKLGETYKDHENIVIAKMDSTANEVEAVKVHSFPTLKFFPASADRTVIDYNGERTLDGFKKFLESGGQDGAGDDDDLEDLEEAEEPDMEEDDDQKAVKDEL
# CaV13 ICDI inh = Primary screen for inhibitors of IQ motif and Ca2+-dependent inactivation inhibitor domain binding in CACNA1D, Förster resonance energy transfer in living cells, …. HEK cells, CFP/YFP FRET ICDI-IQ, plate reader, 10 min; percent FRET-ratio fall versus neutral wells. inhibition, % at 12.3 µM. 0.098% of 340,000 active. AID 743397;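 active means mean replicate inhibition of at least 30% and at least 1% of replicates passing that level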;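 further: 0% = median of the neutral control wells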
# MC4R antag cAMP = antagonists of human melanocortin 4 receptor (MC4R). inhibition, % at 6.5 µM. P32245. MC4R-expressing cells, MTII-stimulated cAMP, LANCE TR-FRET. 0.48% of 360,000 active;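 active means inhibition above its plate's cutoff, the mean of tested wells on that plate plus 3 SD, cut at about 29% in these data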;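 further: 0% = Melanotan II alone and 100% = Melanotan II plus saturating MCL0020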
# Target sequence (P32245 whole entry, looked up): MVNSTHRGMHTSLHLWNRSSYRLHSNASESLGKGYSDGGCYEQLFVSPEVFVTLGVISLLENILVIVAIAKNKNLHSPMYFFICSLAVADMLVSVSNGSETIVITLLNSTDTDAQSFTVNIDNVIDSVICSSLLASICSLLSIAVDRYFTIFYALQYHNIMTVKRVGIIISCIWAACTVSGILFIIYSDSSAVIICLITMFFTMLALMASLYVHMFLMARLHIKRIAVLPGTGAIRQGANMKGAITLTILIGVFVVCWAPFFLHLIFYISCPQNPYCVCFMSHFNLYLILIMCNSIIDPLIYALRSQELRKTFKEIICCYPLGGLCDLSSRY
#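 system = U2OS cells with stable human MC4R expression | also added = Melanotan II challenge after compound preincubation | dosing = one concentration, 6.5 µM nominal | incubation = compound 30 min, challenge 1 h, detection 1 h | measured by = TR-FRET with Eu-cAMP and labeled anti-cAMP, 671 nm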
# ABHD5 PLIN5 PPI = blocks binding of human ABHD5 to perilipin-5 | Q00G26+Q8WTS1 | Split G. princeps luciferase complementation, luminescence, 4 h | inhibition, % at 4 µM | 0.78% of 360,000 active;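 active means inhibition above the mean inhibition across every tested compound plus 3 SD, cut at about 22% in these data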;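 further: 0% = DMSO only wells and the 100% control is not disclosed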
# Exocytosis inh = blocks lytic granule exocytosis | 0.66% of 360,000 active | TALL-104 LAMP-1 surface exposure, flow cytometry; cells stimulated with thapsigargin and PMA | inhibition, % at 10 µM;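 active means inhibition above about 55%, limit read from the data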
# H9c2 protect = protects H9c2 cardiomyocytes from peroxide injury; H2O2 injury protection, ATPLite, 2 h; protection from H2O2 cell death, % at 20 µM; 0.63% of 360,000 active; AID 588492;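 active means compounds giving at least 50% protection of heart cells from peroxide-induced death in the single-dose screen, raw or plate-pattern-corrected value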;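 further: 0% = DMSO wells with peroxide and 100% = DMSO wells without peroxide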
# MC4R barr agon = activates human MC4R beta-arrestin recruitment. P32245. U2OS MC4R beta-arrestin complementation, luminescence; percent of melanotan II response, DMSO zero. activation, % at 8.9 µM. 0.98% of 360,000 active. AID 540308;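 active means activation above a per-plate cutoff, the mean activation of sample wells on that plate plus 3 SD, cut at about 8% in these data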
# m5-HT2A agonist = activates the mouse 5-HT2A serotonin receptor | P35363 | CHO-K1 mHTR2A beta-arrestin complementation, luminescence; percent of 30 µM serotonin response | activation, % at 7.6 µM | 0.66% of 360,000 active | AID 624169;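 active means activation above a run cutoff, the mean activation of all tested compounds plus 3 SD, cut at about 14% in these data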;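 further: 0% = plate median of compound wells and 100% = 30 µM serotonin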
# Active calls of the source: *; . = no result given.
SMILES,Glyco luc inh,ABCB6 inh 2,PDI turbidity,CaV13 ICDI inh,MC4R antag cAMP,ABHD5 PLIN5 PPI,Exocytosis inh,H9c2 protect,MC4R barr agon,m5-HT2A agonist
CC1CN(C(=O)/C=C/c2ccccc2[N+](=O)[O-])CC(C)O1 (centres undefined),0,99,-5,-5,0,-2,1,5,-0.7,4
Cc1ccc(C2OC(=O)C=C2c2ccccc2)cc1 (centres undefined),0,90,-4,-1,3,0,1,-4,-0.7,-3
CCOc1ccc(C(CC(=O)O)NC(=O)c2ccco2)cc1 (centres undefined),2,97,1,7,5,-11,-1,1,-1.7,-3
CC(C)(C)OC(=O)NCCCC[C@H](NC(=O)c1nc[nH]c1C(=O)N1CCN(C(=O)OC(C)(C)C)CC1)C(=O)OC(C)(C)C,-2,93,2,-5,5,-3,-6,18,-3.0,5
Cc1cc(Br)cn2c(Cc3cccc(F)c3)c(-c3ccc(C#N)cc3)nc12,.,133,.,-5,.,-2,1,.,.,4
COc1ccc(COC(=O)C2CCN(S(=O)(=O)c3ccc(Cl)cc3)CC2)cc1,0,100,-4,-6,5,4,14,-5,-2.3,2
Cc1ccc(Cn2ncc3c(N4CCN(c5ccc(C)cc5)CC4)ncnc32)cc1,1,104,-4,-4,4,7,0,-24,-0.8,-1
Cc1cc(Cl)ccc1NC(=O)NC1CCN(S(=O)(=O)c2ccc(F)cc2)CC1,0,118,-2,-3,2,-11,-5,-19,0.1,-6
Nc1sc(-c2ccccc2)cc1C(=O)NCCc1ccc(Cl)cc1,.,.,.,-10,.,-10,26,.,.,1
O=C(CSCc1cccc(CSCC(=O)Nc2ccc3ccccc3c2)n1)Nc1ccc2ccccc2c1,-5,95,-5,-5,21,1,7,-22,-0.9,0
COc1ccc(C(=O)NC2CC2)cc1OC1CCN(C(C)CSC)CC1 (centres undefined),-1,101,-5,-5,6,-1,-6,1,-1.6,1
CCCNC(=O)C1CCN(c2nc(C)cc(C)n2)CC1,1,91,-5,0,15,-1,-1,-1,2.3,-1
CC1=CC=CN2C1=NC(=O)CC2(C)C(=O)N(CC(=O)NC1CCCC1)Cc1ccccc1 (centres undefined),3,97,-4,-2,-1,-2,-6,0,1.2,-1
O=c1[nH]c(/C(Cl)=C/c2cc(Cl)ccc2O)nc2cc(Cl)ccc12,-2,102,-2,-3,5,2,0,-6,0.7,4
C#CCN(Cc1ccco1)C(=O)c1ccc(OC2CCN(Cc3ccccn3)CC2)cc1,-5,101,-6,-3,3,4,3,-2,-3.5,3
Cc1ccc(C2NNC(=O)C2NC(=O)c2ccccc2)cc1 (centres undefined),-1,98,1,.,1,-36,-2,-8,-0.6,-3
COc1cc(/C=N/NC(=O)c2cccc(S(=O)(=O)N3CCOCC3)c2)cc(OC)c1O,0,101,7,-2,5,-2,-2,3,-0.6,-5
COc1ccc(C2CC(c3ccccc3O)=NN2C(=O)c2ccccc2)cc1OC (centres undefined),-3,97,2,-12,5,1,-9,3,0.2,-4
Cc1cc(Cl)ccc1OCC(=O)OC(C)C(=O)NC(N)=O (centres undefined),2,103,10,-5,9,-3,-3,1,-2.4,-2
O=C(Cc1n[nH]c(=O)[nH]c1=O)N/N=C/c1c(O)ccc2ccccc12,-1,100,7,-5,-5,1,2,1,0.9,-1

# The list goes on, overlapping the part above by 2 compounds.
SMILES,Glyco luc inh,ABCB6 inh 2,PDI turbidity,CaV13 ICDI inh,MC4R antag cAMP,ABHD5 PLIN5 PPI,Exocytosis inh,H9c2 protect,MC4R barr agon,m5-HT2A agonist
Cc1cc(Cl)ccc1OCC(=O)OC(C)C(=O)NC(N)=O (centres undefined),2,103,10,-5,9,-3,-3,1,-2.4,-2
O=C(Cc1n[nH]c(=O)[nH]c1=O)N/N=C/c1c(O)ccc2ccccc12,-1,100,7,-5,-5,1,2,1,0.9,-1
Cc1ccc(S(=O)(=O)N(Cc2cccc(C(F)(F)F)c2)C(=O)N2CCN(C)CC2)cc1,0,99,3,-6,-2,-3,-3,6,-0.7,-1
CC(C)Oc1ccc(C(=O)Nc2ccc3c(c2)n(C)c(=O)n3C)cc1,19,97,0,-19,0,1,2,-3,-2.7,-1
CCOC(=O)N1CCN(Cc2nc(N)nc(Nc3ccc(Oc4ccccc4)cc3)n2)CC1,0,110,-1,0,4,14,16,14,3.3,0
O=C(O)c1ccccc1NS(=O)(=O)c1ccccc1C(F)(F)F,2,93,-4,-8,-2,-3,-3,3,-0.1,2
CC(C)=C1C2CCC1C1C(=O)N(c3ccc4c(c3)OCO4)C(=O)C21 (centres undefined),2,94,-9,-2,5,3,-1,7,1.3,-1
COc1ccccc1NS(=O)(=O)c1cc(-c2cc(C)no2)ccc1OC,3,95,-3,-15,14,-1,13,-2,-3.1,-5
CC(C)CCSc1nc2c(c(=O)[nH]c(=O)n2C)n1CCCc1ccccc1,1,93,.,-6,22,-2,-2,-17,5.1,-3
Cc1cc(/C(N)=N/OC(=O)Nc2ccc(Cl)cc2)no1,2,103,1,-5,-1,-3,-5,-4,-2.7,-3
C/C(=N\NC(=O)C1CCCC1)c1ccc(C(C)C)cc1,6,93,1,.,2,-4,-1,-3,-0.8,-5
CCOC(=O)Cc1csc(NC(=O)Cc2ccc(Br)cc2)n1,1,94,13,-5,1,4,-3,-11,-1.5,-3
Cc1n[nH]c(C)c1N1C(=O)c2cccc3c(Br)ccc(c23)C1=O,8,98,-3,-12,8,9,-4,6,-3.8,1
CN1C(=O)c2c(C(=O)Nc3ccc(Oc4ccncc4)cc3)[nH]c(-c3ccccc3)c2C1=O,-4,99,.,-6,.,4,7,2,.,5
O=C(NC(=O)c1ccc(F)cc1F)Nc1ccc(Cl)cc1,3,100,-1,4,-2,0,2,-4,-1.4,-1
N#Cc1cccc(NC(=O)COc2ccc(-n3ccnc3)cc2)c1,-1,98,3,.,12,5,-1,-8,-2.7,1
C=CCN1C(=O)C2(OCCCO2)c2cc(Cl)ccc21,-1,81,0,-6,-2,-3,4,-2,-0.9,2
CCN(C(=O)COC(=O)c1cccc(S(=O)(=O)N(C)C)c1)c1c(N)n(Cc2ccccc2)c(=O)[nH]c1=O,1,105,2,-2,2,-14,11,3,-0.8,-8
Cc1nc2cc(-c3ccccc3)nn2c(C)c1CCC(=O)N1CCN(c2ccccc2)CC1,-2,101,2,-6,-3,-5,21,26,1.6,0
CN(Cc1ccc(Cl)s1)C(=O)CNC(=O)CNC(=O)c1ccc(Cl)cc1Cl,1,97,6,-6,3,-6,18,1,-0.8,1
COc1ccc(C(=O)Nc2c(Cl)cc(Cl)cc2C(=O)N2CCOCC2)cc1,2,170,-19,-1,-3,1,26,-17,0.3,0
COc1cc(OC)c(C(=O)Nc2cccnc2)cc1OC,2,103,-2,-2,-3,-8,-14,10,0.8,8
C/C(=N\NC(=O)CCC(=O)Nc1ccc(C)c(C)c1)c1cccs1,-2,96,-4,-4,18,-2,0,-10,-1.6,0
Cc1cc(C)c2ccc(C)[n+]([O-])c2c1O,1,94,-9,-5,0,2,4,-2,1.1,-2
CCc1ccc(CNC(=O)CCC(=O)N2Cc3cccc(OC)c3Oc3ncccc32)cc1,1,97,2,-8,2,0,0,2,-2.7,-1
Cc1onc(-c2c(F)cccc2Cl)c1C(=O)Nc1ccc(S(=O)(=O)N2CCOCC2)cc1,5,91,0,-6,8,-3,-4,-2,0.7,-8
Cc1ccnc(SCc2ccc(C(=O)O)cc2)n1,1,103,-2,-2,20,1,-11,0,2.4,-8
O=C(CCN1C(=O)/C(=C/c2ccccc2)SC1=S)NC1CCS(=O)(=O)C1 (centres undefined),-1,97,4,-2,-7,-3,5,-12,-4.0,-1
CCCNC(=O)c1cc2c(c(-c3cccc(-c4cc5ccccc5o4)c3)n1)[C@H](CCO)N(C(=O)NC(C)C)C2,.,91,.,-9,.,12,2,.,.,-4
CCCOC(=O)CCNc1n[nH]c(=O)[nH]c1=O,0,106,2,-4,-2,4,-1,1,-0.7,7
O=C(c1ccccc1)c1c[nH]c(C(=O)C(Cl)(Cl)Cl)c1,1,106,-1,0,2,-3,-1,2,-2.5,0
COC(=O)C1=C(O)CSC1=Nc1cccc(C(F)(F)F)c1,-4,102,-8,-2,3,4,2,-2,-0.2,2
COc1ccc(NS(=O)(=O)CC(C)C)c(OC)c1,1,101,16,-2,5,7,-1,7,-0.9,2
O=C(NCCc1ccccc1)c1c[nH]c2ccc(F)cc2c1=O,1,92,-5,-3,-15,5,0,2,-1.6,-4
CC(=O)Nc1ccc(S(=O)(=O)N2CCC(C(=O)O)(c3ccccc3)CC2)cc1,2,98,-2,-5,8,-2,-2,-2,-0.8,-1
Nc1ncc(Br)cc1S(=O)(=O)NCCC(=O)N1CCN(c2ccccc2)CC1,-1,95,4,-7,15,-3,-5,1,0.8,6
CN(C)Cc1c(O)ccc2c3c(c(=O)oc12)CCCCC3,1,92,-4,-5,-2,3,2,11,-1.7,-4
COCCNC(=S)N(CCc1c(C)[nH]c2ccc(Cl)cc12)Cc1cccs1,-10,91,6,4,11,9,104*,0,-2.7,-2
CSc1cccc(NC(=O)c2ccc(Cl)nc2)c1,2,103,0,-6,10,-2,-3,-9,0.5,2
COc1cc(/C=C(\C#N)C(=O)NCc2ccccc2)ccc1OCc1ccc(C(=O)O)cc1,2,94,1,-3,24,6,-3,-6,-2.6,2
O=C(O)Cn1cc(/C=N/NC(=O)c2cc3cc(Br)ccc3o2)c2ccccc21,1,91,-6,-3,6,0,0,-1,0.6,-1
COC(=O)c1ccccc1NC(=O)c1ccc(COc2cc(C)cc(C)c2)o1,2,96,-1,-6,5,-1,-6,-6,-0.9,-7
COc1ccc(/C=C/C(=O)c2ccc(Cl)cc2)c(OC)c1,1,105,-2,-10,3,-7,-2,5,-1.9,-1
COc1ccc(N2CSC(=S)N(c3ccc(OC)cc3)C2)cc1,0,95,0,-11,7,-11,1,-8,1.6,0
Cc1cccc2c1cnn2C(=O)Nc1ccccc1Cl,0,99,2,-3,6,3,-2,0,-1.6,4
Fc1cccc(Cl)c1Cn1nnc2c(NCc3ccncc3)ncnc21,-5,101,-2,-7,9,2,-4,-10,-0.8,-1
O=S(=O)(Nc1cccc(-n2cnnn2)c1)c1ccc(Cl)cc1,-2,93,1,-3,7,2,-8,5,-1.7,3
CCOc1cc(CNc2cccc3ccccc23)cc(Br)c1OCC(=O)NC(C)(C)C,-11,97,-9,.,-10,-6,3,-8,-3.1,-6
Cc1cc(NC(=O)CCC(=O)N(CC2CCCO2)C(C(=O)NC2CCCC2)c2cccnc2)no1 (centres undefined),2,103,3,.,0,2,0,12,-2.4,0
CC(C)C[C@H](NC(=O)C1CCN(S(=O)(=O)c2ccccc2)CC1)C(=O)NCc1cccnc1,2,102,11,-5,7,0,-6,1,-0.5,3
O=C(c1cccs1)N1CCN(Cc2nc(-c3ccccc3)no2)CC1,0,97,-4,-9,2,-9,-6,-1,-0.5,-2
O=C(c1ccc(F)cc1)c1cn[nH]c1-c1ccccc1O,1,95,6,-3,-3,6,8,-5,-0.5,-4

# Not a hit list; overall some 4.2% were active at least once.
